697 NFkB inh = lowers PMA/ionomycin-induced NF-kB signal in 697 B cells | 697 B-cell NF-kB luciferase reporter, 16 h | inhibition, % at 4 µM | 330,000 tested, 0.33% active; in the data active = inhibition above about 35%
Gli-Sufu antag = antagonists of Gli-Sufu signaling. Sufu-KO-LIGHT fibroblasts, Gli luciferase reporter luminescence. inhibition, % at 5 µM. 340,000 tested, 0.74% active;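 active = inhibition above about 55%, limit read from the data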;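 note: 0% = DMSO-treated cells and 100% = wells with medium but no cells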
Apaf1 inhib = human Apaf-1 inhibition; O14727; reconstituted apoptosome caspase-3 activity, DEVD-Rh110 fluorescence; inhibition, % at 20 µM; 330,000 tested, 0.71% active; AID 489030; active = inhibition of at least 40% at 20 µM;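 note: plate controls were DMSO wells for no effect and DEVD-CHO caspase inhibitor wells for full effect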
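Material: reconstituted apoptosome with Apaf-1, cytochrome c, caspase-9, procaspase-3, dATP / Buffer or medium: pH 7.5 Hepes buffer with CHAPS, BSA, DTT / Also added: cytochrome c with DEVD-Rh110 / Schedule: compound with Apaf-1, dATP, procaspase-3 30 min, then 50 min reaction, room temperature / Technique: rhodamine 110 fluorescence at Ex 480/Em 540 nm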
SENP8 inh = SENP8 protease inhibition; purified SENP8, Z-RLRGG-aminoluciferin cleavage, luminescence; Q96LD8; inhibition, % at 10 µM; 330,000 tested, 1.2% active
Target sequence (Q96LD8 whole entry, looked up): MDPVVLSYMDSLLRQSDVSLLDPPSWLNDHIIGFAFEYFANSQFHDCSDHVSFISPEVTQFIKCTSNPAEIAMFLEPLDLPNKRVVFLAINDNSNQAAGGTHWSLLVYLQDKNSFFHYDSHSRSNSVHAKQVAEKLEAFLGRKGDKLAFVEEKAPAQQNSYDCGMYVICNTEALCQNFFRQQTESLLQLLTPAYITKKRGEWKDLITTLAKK
UBC13 polyUb = human UBC13 polyubiquitination inhibition. P61088. UBC13 polyubiquitin chain formation, TR-FRET. inhibition, % at 20 µM. 330,000 tested, 0.47% active. AID 485273; in the data active = inhibition above about 45%, passing the limit was not always enough
CCR6 antag = antagonists of human CCR6 receptor; AID 493098; P51684; CHO-K1 CCR6 PathHunter beta-arrestin, luminescence, CCL20-stimulated; inhibition, % at 20 µM; 340,000 tested, 0.49% active;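 active = compounds whose inhibition of the agonist-driven luminescence signal at 20 µM reaches about 50%, limit read from the data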;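 note: cells stimulated with CCL20 at 14 nM final; plate controls were DMSO with CCL20 for no effect and DMSO without agonist for full effect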
Target sequence (P51684 whole entry, looked up): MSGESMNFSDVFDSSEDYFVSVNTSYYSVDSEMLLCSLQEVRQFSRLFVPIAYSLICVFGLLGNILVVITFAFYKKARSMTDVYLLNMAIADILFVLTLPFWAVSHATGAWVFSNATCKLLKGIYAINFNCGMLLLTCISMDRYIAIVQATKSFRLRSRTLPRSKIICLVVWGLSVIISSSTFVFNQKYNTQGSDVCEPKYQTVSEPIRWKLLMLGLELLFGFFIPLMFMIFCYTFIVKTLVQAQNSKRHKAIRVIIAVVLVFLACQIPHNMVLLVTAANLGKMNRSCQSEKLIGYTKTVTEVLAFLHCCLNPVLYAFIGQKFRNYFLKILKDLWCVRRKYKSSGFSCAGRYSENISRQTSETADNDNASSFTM
EBI2 block = blocks human EBI2 receptor beta-arrestin signaling; P32249; EBI2 beta-arrestin recruitment, luminescence, 7a,25-OHC stimulated; inhibition, % at 5 µM; 360,000 tested, 0.81% active; AID 651636; in the data active = inhibition above about 38%;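 note: enzyme fragment complementation signal reports receptor beta-arrestin coupling in cells; 0% = agonist plus DMSO wells and 100% = wells without agonist; some results beyond the cut were filed as inactive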
Target sequence (P32249 whole entry, looked up, the tested form may be a part): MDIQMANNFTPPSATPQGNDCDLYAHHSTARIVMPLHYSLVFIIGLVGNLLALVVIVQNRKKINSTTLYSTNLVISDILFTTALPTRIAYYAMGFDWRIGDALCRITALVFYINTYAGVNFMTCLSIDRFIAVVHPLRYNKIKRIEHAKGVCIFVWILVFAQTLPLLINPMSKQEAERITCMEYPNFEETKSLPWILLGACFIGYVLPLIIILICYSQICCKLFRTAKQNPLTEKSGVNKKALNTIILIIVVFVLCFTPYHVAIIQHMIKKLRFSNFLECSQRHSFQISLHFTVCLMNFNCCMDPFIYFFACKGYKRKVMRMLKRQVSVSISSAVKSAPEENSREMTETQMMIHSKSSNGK
Jurkat NFkB inh = inhibitors of the PMA/ionomycin-induced NF-kB reporter in Jurkat cells; PMA/ionomycin-induced NF-kB luciferase reporter, luminescence; inhibition, % at 4 µM; 330,000 tested, 0.53% active; AID 435003
Numbers without * were called inactive; . = no result given. Cut-off read from the data, not from the text of the source, unless noted: active = inhibition above about 50%; inactive = the rest. Only part of the results is shown, so the mix of outcomes need not match the whole.

SMILES | 697 NFkB inh | Gli-Sufu antag | Apaf1 inhib | SENP8 inh | UBC13 polyUb | CCR6 antag | EBI2 block | Jurkat NFkB inh
O=C(COc1cccc(F)c1)Nc1nc(-c2cccnc2)cs1 | 18 | -7 | 13 | -2 | -4 | 9 | 12 | -7
CC(=O)N1CC(=O)N(Cc2ccccc2)/C(=C/c2ccccc2)C1=O | -15 | -2 | 1 | 6 | 2 | -6 | -2 | -2
CCOc1cc(C=O)cc(Br)c1OCC(N)=O | 8 | 1 | 9 | -5 | 2 | -4 | -7 | 5
CN1CCN(C(=O)c2ccc(-n3cccn3)nc2)CC1 | 10 | 8 | -4 | 1 | -1 | -14 | 6 | -2
CCCCCC(=O)Nc1ccccc1N1CCOCC1 | 18 | 2 | 7 | -9 | 5 | 12 | -1 | -8
Cc1ccc2nc(SCC(=O)N3CCC(Cc4ccccc4)CC3)nc(=O)n2c1 | -30 | 8 | 18 | -9 | -11 | -3 | -10 | -9
COc1cccc(C2CC(c3ccc(C)cc3)=NN2C(=O)c2ccccc2F)c1OC (stereo not drawn) | -16 | 4 | 21 | -10 | -9 | 17 | 25 | -7
COc1ccc(C)cc1NC(=O)CSc1ccc(Cl)cc1 | 0 | -30 | 6 | 4 | -5 | 13 | 28 | 20
O=C(Oc1ccccc1C(=S)N1CCOCC1)c1cccc([N+](=O)[O-])c1 | 4 | 27 | 3 | 7 | 4 | 11 | 0 | -10
Cc1cc(=O)[nH]c(NN=C2C3CC4CC(C3)CC2C4)n1 | 23 | -9 | -26 | 3 | 3 | -5 | -8 | -2
CCC1CCCCN1CCCNC(=O)Cn1nc(-c2ccc(C)cc2)ccc1=O (stereo not drawn) | -8 | 3 | -25 | -5 | 3 | -2 | -2 | -4
c1ccc2sc(Cc3nnc4n3CCCCC4)nc2c1 | 2 | 0 | -14 | -5 | 3 | 5 | -10 | -17
Cc1ccc(-n2c(C)nnc2SCC(=O)NC2CCCC2)cc1 | 3 | -2 | 6 | 2 | -3 | -12 | -2 | 11
O=C(c1ccccc1-c1nc2ccccc2[nH]1)N1CCOCC1 | 2 | 6 | 7 | -8 | -2 | 30 | 0 | -9
COc1ccc(-c2[nH]ncc2/C=N/NC(=O)c2ccncc2)c(OC)c1 | -22 | -4 | -3 | 0 | 1 | -7 | 4 | 16
Cc1ccc(C(=O)NCC(c2ccco2)N2CCc3ccccc32)cc1 (stereo not drawn) | -35 | -4 | 18 | -10 | -5 | 4 | 18 | -4
COc1cc(/C=N/Nc2ccc(C)cc2)cc(Br)c1O | 22 | -5 | 4 | 2 | -3 | 25 | -3 | 1
Cc1ccc(OCc2nnc(NC(=O)OCC(C)C)s2)cc1 | -8 | 23 | 10 | -11 | -12 | -4 | 7 | -2
c1ccc(CN2C3=NCCN3c3ccccc32)cc1 | -11 | 5 | 9 | 5 | -5 | 8 | 3 | 0
CCCCOC(=O)C1=C(C)Nc2ncnn2C1c1cccc(OC)c1OC (stereo not drawn) | -7 | 6 | 6 | -1 | 4 | -31 | 5 | 6
COC(=O)N1CCCc2cc(C)ccc21 | 7 | -22 | -2 | 4 | 11 | 8 | -10 | -4
C=CCn1c(SCc2ccc(C(=O)O)cc2)nc2sc(C)c(C)c2c1=O | 3 | 4 | 0 | -4 | 10 | 14 | 1 | 0
c1ccc(Cn2nnc3c(N4CCCCCC4)ncnc32)cc1 | -52 | 22 | 17 | 2 | 7 | 11 | 3 | 4
CN1C(=O)C(C)(C)c2cc(S(=O)(=O)N3CCCC(C(=O)NCc4ccc(F)cc4)C3)ccc21 (stereo not drawn) | -4 | 2 | 16 | -12 | 2 | 7 | 3 | -11
CN(C(=O)CSc1nnc(-c2ccccc2F)n1N)C1CCCCC1 | 10 | -4 | -5 | -7 | -10 | -3 | -3 | -2

The closing four entries of the section before open the next one.
SMILES | 697 NFkB inh | Gli-Sufu antag | Apaf1 inhib | SENP8 inh | UBC13 polyUb | CCR6 antag | EBI2 block | Jurkat NFkB inh
C=CCn1c(SCc2ccc(C(=O)O)cc2)nc2sc(C)c(C)c2c1=O | 3 | 4 | 0 | -4 | 10 | 14 | 1 | 0
c1ccc(Cn2nnc3c(N4CCCCCC4)ncnc32)cc1 | -52 | 22 | 17 | 2 | 7 | 11 | 3 | 4
CN1C(=O)C(C)(C)c2cc(S(=O)(=O)N3CCCC(C(=O)NCc4ccc(F)cc4)C3)ccc21 (stereo not drawn) | -4 | 2 | 16 | -12 | 2 | 7 | 3 | -11
CN(C(=O)CSc1nnc(-c2ccccc2F)n1N)C1CCCCC1 | 10 | -4 | -5 | -7 | -10 | -3 | -3 | -2
COc1ccc([N+](=O)[O-])cc1C(=O)Nc1ccc(Cc2ccncc2)cc1 | -38 | 6 | 7 | 2 | 3 | 7 | 6 | 5
COc1ccc(C(=O)N/N=C/c2c[nH]c3ccccc23)cc1 | -62 | -35 | 3 | -7 | -9 | 4 | -2 | -52
N#Cc1c(N)c(C#N)c(-c2ccc(O)cc2)c2c1CCCC2 | -20 | -4 | 24 | -2 | 5 | -1 | -9 | -11
Cn1c(Cn2c(=O)sc3ccccc32)nnc1SCC(=O)NC1CCCC1 | 9 | 3 | -8 | 4 | 10 | -2 | -10 | 9
O=C(Cc1ccc([N+](=O)[O-])cc1)N/N=C/c1cccs1 | -2 | -1 | -2 | -4 | 5 | 1 | -8 | 17
Cc1nnc(N/N=C/c2ccco2)n1N | 18 | -3 | -17 | 3 | -8 | -11 | 0 | 9
Cc1noc(C)c1NC(=O)Nc1ccc2c(c1)C(=O)N([C@H](C)CO)C[C@H](C)[C@@H](CN(C)C(=O)NC1CCCCC1)O2 | 4 | -5 | 5 | 3 | -3 | 9 | 8 | 4
CCc1nccn1S(=O)(=O)c1ccccc1[N+](=O)[O-] | 8 | 0 | 2 | -9 | -4 | 4 | -12 | -2
CN(C)C(=O)CSc1ccccc1C(=O)OCC(=O)NC1CC1 | 24 | -4 | -2 | 2 | 2 | 3 | -2 | 10
N#C/C(=C\c1c(F)cccc1Cl)c1nn(-c2ccccc2)c(-n2cccc2)c1C#N | -17 | -13 | 10 | 0 | -10 | 14 | 6 | -20
CC1CCCN(C(=O)c2cc(F)c(F)cc2Cl)C1 (stereo not drawn) | 24 | -2 | -12 | -5 | 8 | -8 | -14 | 5
C=CCSc1nc2sc3c(c2c(=O)[nH]1)CCC3 | 6 | -1 | 3 | -7 | 3 | 23 | 0 | 5
Cc1ccc(C(=O)NC(=S)NCC2CCCO2)cc1 (stereo not drawn) | -77 | -62 | 7 | -12 | -2 | 12 | -3 | -48
N#C/C(=C/Nc1ccccc1)c1ccsc1 | -21 | -2 | 11 | 1 | 4 | 11 | 6 | -22
COc1ccc(NC(=S)NCCCc2ccccc2)cc1 | -7 | -10 | -6 | -9 | 5 | 5 | 6 | -7
N#Cc1cc(C(=O)c2cc(F)ccc2O)cn(Cc2ccccc2)c1=O | -6 | 7 | 3 | -3 | 3 | 13 | 8 | 3
COc1ccc(/C=N/O)cc1COc1ccc(NC(C)=O)cc1 | 12 | -2 | -3 | 8 | 1 | -2 | 3 | 2
N#C/C(C(=O)NCc1ccccc1)=C1/SC(Cc2ccc(Cl)cc2)C(=O)N1c1ccccc1 (stereo not drawn) | 13 | 0 | 5 | -4 | 2 | 2 | 3 | 0
CCCCC(=O)OCc1nc2ccccc2s1 | -13 | -8 | 1 | -12 | 7 | 4 | -5 | -14
COc1cccc(C(=O)NC(c2ccccc2)C2CCCC2)c1 (stereo not drawn) | 6 | 0 | 12 | -5 | -1 | 16 | 13 | 15
Cc1cc(/C=N/NC(=O)c2ccncc2)c(C)n1-c1cccc(C(F)(F)F)c1 | -8 | 2 | 11 | 2 | -9 | 11 | -2 | -9
CCOC(=O)c1nc(C)sc1-c1ccnn1S(=O)(=O)c1ccc(C)cc1 | 0 | -23 | 12 | 3 | 9 | 11 | 15 | 14
Cc1cc(C)c(C)c(S(=O)(=O)N2CCN(C(=S)NCC3CCCO3)CC2)c1C (stereo not drawn) | -12 | -17 | 13 | -4 | 0 | 11 | -10 | 3
COc1ccccc1CCc1nnc(CCC(=O)NC(C)Cc2cccnc2)o1 (stereo not drawn) | -11 | 0 | 1 | 6 | -13 | 10 | -16 | -5
CCOc1cc(NC(=O)c2cccs2)c(OCC)cc1NC(=O)CCC(=O)NCC1CCCO1 (stereo not drawn) | 10 | 4 | 4 | 8 | 2 | -4 | 0 | 11
Additional compounds:
SMILES | 697 NFkB inh | Gli-Sufu antag | Apaf1 inhib | SENP8 inh | UBC13 polyUb | CCR6 antag | EBI2 block | Jurkat NFkB inh
Cc1no[n+]([O-])c1COc1cccc(/C=C2\N=C(c3ccccc3)OC2=O)c1 | 15 | -9 | 4 | 0 | 15 | 0 | -10 | 7
CCOc1ccc(S(=O)(=O)n2ccnc2C)cc1 | 5 | . | -17 | 0 | 0 | . | . | 10
Cc1ccccc1NS(=O)(=O)c1cc(C(=O)N2CCc3ccccc3C2)ccc1C | -7 | 12 | 19 | -11 | -5 | 7 | 2 | 7
COC(=O)CC(NC(=O)C1CC1)c1ccc2c(c1)OCO2 (stereo not drawn) | 11 | -8 | -6 | 0 | 2 | -11 | 2 | -7
C=C(C)C(=O)OC1(C(F)(F)F)Oc2cc(C)ccc2NC1=O (stereo not drawn) | -46 | 4 | 22 | 3 | -4 | 7 | -4 | 16
COc1nc(-c2ccc(Cl)cc2)nnc1C | -7 | -1 | -7 | -1 | 10 | -6 | 1 | -8
COc1ccc2[nH]c(C)c(CCNC(=S)Nc3ccccc3C)c2c1 | -3 | 69* | 6 | -4 | 2 | 2 | 5 | -15
CCc1c(O)nc(SCc2nc3ccccc3c(=O)[nH]2)[nH]c1=O | 0 | -1 | -1 | 1 | 6 | 1 | -1 | 10
COC(=O)c1sc(=S)n(-c2ccccc2OC)c1N | 13 | -5 | 3 | -8 | 3 | 0 | -5 | 9
O=C(C[N+]1(CC#Cc2ccccc2)CCOCC1)c1ccc(Cl)cc1 | 15 | 22 | 9 | -2 | 16 | 62* | 7 | 8
CCCc1nnc(NC(=O)CCC(=O)N2CCN(c3ccccc3)CC2)s1 | -15 | . | 13 | 2 | -8 | 9 | 2 | -6
Cc1nc(-c2ccc(F)cc2)c(CC(=O)N(C)CC(=O)Nc2ccccc2Br)s1 | 2 | -1 | 18 | -8 | 16 | 7 | -15 | 2
CCNc1nc(NCC)nc(N/N=C/c2ccc(O)c(OC)c2)n1 | 10 | 32 | -15 | -7 | -14 | -7 | -4 | -2
CCOC(=O)N1CCN(CC(=O)Nc2cc(OC)c(OC)cc2C#N)CC1 | 11 | 11 | -2 | 7 | 3 | 7 | -6 | 5
CCN(CC(=O)Nc1ccc(OC)cc1)C(=O)c1ccc(Cl)c(S(=O)(=O)N2CCCC2)c1 | 6 | 7 | 1 | -10 | 9 | 14 | -1 | -9
Cc1cc(C)n2nc(SCC(=O)NC3CCCC(C)C3C)nc2n1 (stereo not drawn) | -20 | 4 | -11 | -3 | -9 | 7 | 0 | 10
CCOC(=O)C1CCCN(S(=O)(=O)c2cc(OCC(=O)NC3CCCCC3)c(C)cc2Cl)C1 (stereo not drawn) | -18 | 5 | 37 | 0 | -8 | 6 | 10 | 7
O=C(NCC1CCCO1)C(=O)N/N=C/c1ccccc1C(=O)O (stereo not drawn) | 15 | 3 | -2 | -10 | 3 | 4 | -1 | 0
COc1ccc(NC(=O)c2oc3ccccc3c2NC(=O)C2CC2)cc1 | -4 | 2 | -6 | 5 | 5 | 7 | -19 | -8
COc1ccccc1CNC(=O)CCc1nc2ccccc2c(=O)[nH]1 | 16 | -24 | -3 | -5 | 5 | -4 | -3 | -8

Reprinted at random: 4 entries already listed
SMILES | 697 NFkB inh | Gli-Sufu antag | Apaf1 inhib | SENP8 inh | UBC13 polyUb | CCR6 antag | EBI2 block | Jurkat NFkB inh
COc1ccc2[nH]c(C)c(CCNC(=S)Nc3ccccc3C)c2c1 | -3 | 69* | 6 | -4 | 2 | 2 | 5 | -15
Cc1nc(-c2ccc(F)cc2)c(CC(=O)N(C)CC(=O)Nc2ccccc2Br)s1 | 2 | -1 | 18 | -8 | 16 | 7 | -15 | 2
CCOc1ccc(S(=O)(=O)n2ccnc2C)cc1 | 5 | . | -17 | 0 | 0 | . | . | 10
CCc1c(O)nc(SCc2nc3ccccc3c(=O)[nH]2)[nH]c1=O | 0 | -1 | -1 | 1 | 6 | 1 | -1 | 10
